Screening results from PubChem BioAssay.
FBW7 activator: human FBW7 E3 ligase activation, primary screen. AlphaScreen FBW7–phospho-cyclin E peptide binding, activator screen. Q969H0. 650,000 tested, 0.13% active. normalized activity (activation), % at 26.1 µM. AID 1259310; in the data active = normalized activity above about 1.9%;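 note: purified mutant Fbw7 with reduced substrate affinity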
GPR151 ag: activators of human GPR151; activation, % at 11.2 µM; PathHunter beta-arrestin GPR151 cells, luminescence; 650,000 tested, 1% active; Q8TDV0; in the data active = activation above about 4.9%;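 note: 0% = median of compound wells and 100% = cells with positive control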
MITF primary: inhibitors of human MITF; O75030; AlphaScreen MITF homodimerization, bead proximity signal; inhibition, % at 2.6 µM; 650,000 tested, 0.91% active; AID 1259374; in the data active = inhibition above about 50%;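 note: 0% = vehicle wells with protein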
Target sequence (O75030 whole entry, looked up): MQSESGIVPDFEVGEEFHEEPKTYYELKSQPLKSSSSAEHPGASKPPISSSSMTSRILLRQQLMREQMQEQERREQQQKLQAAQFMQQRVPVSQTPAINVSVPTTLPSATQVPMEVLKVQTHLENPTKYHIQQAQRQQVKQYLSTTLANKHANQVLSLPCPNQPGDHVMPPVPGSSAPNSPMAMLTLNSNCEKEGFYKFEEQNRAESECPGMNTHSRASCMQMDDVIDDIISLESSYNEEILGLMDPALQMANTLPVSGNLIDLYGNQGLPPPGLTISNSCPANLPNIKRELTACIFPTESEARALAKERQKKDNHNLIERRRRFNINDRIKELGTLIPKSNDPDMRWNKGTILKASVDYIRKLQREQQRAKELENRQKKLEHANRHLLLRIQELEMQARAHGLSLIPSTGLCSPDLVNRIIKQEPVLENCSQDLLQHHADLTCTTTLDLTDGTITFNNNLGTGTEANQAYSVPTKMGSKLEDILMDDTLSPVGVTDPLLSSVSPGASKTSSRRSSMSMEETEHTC
TEAD-YAP inh: TEAD-YAP interaction inhibition; HEK-TIYL cells, TEAD-Gal4/YAP UAS-luciferase luminescence; 640,000 tested, 1.4% active; inhibition, % at 9.12 µM; in the data active = inhibition above about 32%;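 note: 0% = median of test compound wells and 100% = reference inhibitor wells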
* hit, by the source's call. Not a hit list. Share with any hit: about 3.4%.

Start of the listing, in advance, two compounds:
Short keys: A = FBW7 activator; B = GPR151 ag; C = MITF primary; D = TEAD-YAP inh
NC(=O)c1c(NC(=O)/C=C/C(=O)O)sc2c1CCCCCC2
  A: 0.1; B: 1.1; C: 20.2; D: 2.3

O=C(Nc1ccc(Br)cc1)c1nn2c(C(F)(F)F)cc(-c3ccccc3)nc2c1Cl
  A: 1.4; B: 4.4; C: 7.3; D: -2.4

Results (from the top)
Short keys: A = FBW7 activator; B = GPR151 ag; C = MITF primary; D = TEAD-YAP inh
NC(=O)c1c(NC(=O)/C=C/C(=O)O)sc2c1CCCCCC2
  A: 0.1; B: 1.1; C: 20.2; D: 2.3

O=C(Nc1ccc(Br)cc1)c1nn2c(C(F)(F)F)cc(-c3ccccc3)nc2c1Cl
  A: 1.4; B: 4.4; C: 7.3; D: -2.4

C/C(CC(=O)Nc1c(C)cc(C)cc1C)=N\NC(=O)C(=O)NCCO
  A: -0.4; B: -0.8; C: 0.7; D: -7.2

CC(=O)Nc1ccc(NC(=O)COC(=O)[C@H](C)NS(=O)(=O)c2ccccc2F)cc1
  A: 0.1; B: 1.2; C: -0.8; D: -8.9

CCNc1nc(Nc2ccc(N3CCOCC3)cc2)c2cc(OC)c(OC)cc2n1
  A: -0.3; B: -0.7; C: 22.9; D: 6.2

CCOc1ccc2ccccc2c1C1NC(=O)N(C)C(C)=C1[N+](=O)[O-] (stereo unspecified)
  A: 0.8; B: -0.9; C: 19.0; D: -8.9

COc1ccc(N2C(=O)CC(N3CCN(C=O)CC3)C2=O)cc1 (stereo unspecified)
  A: 0.0; B: 1.2; C: -9.3; D: 1.5

COc1cc(C(C)=O)ccc1OCC(O)CN1CCN(c2ccccc2C)CC1 (stereo unspecified)
  A: -0.1; B: 0.6; C: 8.0; D: -6.4

COC(=O)[C@@H](NC1CCN(c2ccc(NS(=O)(=O)c3ccccc3)cc2)CC1)C(C)C
  A: 0.0; B: 0.1; C: 1.3; D: 5.3

CO[C@H]1[C@H](NC(=O)CSC)c2ccccc2C12CCN(Cc1ccco1)CC2
  A: -0.2; B: -0.3; C: 6.2; D: 8.3

COc1ccc(OC)c(NC(=S)Nc2ccccn2)c1
  A: -0.2; B: 9.5*; C: 3.9; D: -30.1

CC(=O)NC(Cc1c[nH]c2ccccc12)C(=O)NCc1ccccc1F (stereo unspecified)
  A: 0.0; B: 3.2; C: 2.3; D: 0.2

COc1ccc(CN2CCc3nnc(C(CC(C)C)NC(C)=O)n3CC2)c(OC)c1OC (stereo unspecified)
  A: -0.2; B: -0.8; C: 0.4; D: -1.3

CCOC(=O)/C(C#N)=C/c1ccc(O)c([N+](=O)[O-])c1
  A: 0.1; B: -0.9; C: 17.1; D: -6.6

Cc1ccc(C(=O)Nc2c(-c3ccc(F)cc3)nc3ccccn23)cc1[N+](=O)[O-]
  A: -0.2; B: -0.8; C: -6.7; D: -5.1

c1ccc(C2=NN3COc4ccccc4C3C2)cc1 (stereo unspecified)
  A: -0.1; B: -1.2; C: 2.7; D: -32.6

COC(=O)c1ccc(NC(=O)CN2CCC(c3nc4ccc(Cl)cc4[nH]3)CC2)cc1
  A: 0.0; B: -0.8; C: 7.6; D: -4.3

Cc1cc(C)nc(SCc2cc(=O)c(OC(=O)Cc3cccc4ccccc34)co2)n1
  A: -0.2; B: 0.4; C: 15.4; D: 0.8

Cc1oc(-c2ccccc2F)nc1CS(=O)CC(=O)NC(C)C (stereo unspecified)
  A: 0.3; B: -0.1; C: 16.8; D: 3.0

COc1cc(OC)nc(Oc2cccnc2/C=N/NC(=O)Nc2cccc(Cl)c2)n1
  A: -0.3; B: 1.2; C: 11.2; D: -7.5

CN(C)c1ccc(-c2nc3sc4c(c3c(=O)[nH]2)CCCC4)cc1
  A: 0.5; B: -1.7; C: -4.3; D: -20.3

COc1ccc(CCNC(=O)CSc2nc3ccccc3o2)cc1OC
  A: -0.1; B: 0.2; C: -1.9; D: 8.8

COCCn1c(=O)n(Cc2cccc(OC)c2)c2cccnc21
  A: 0.5; B: -1.2; C: 3.1; D: 9.4

Cc1cnc(C(=O)OCC(=O)NC2CCCCCCC2)cn1
  A: 0.1; B: 1.2; C: 14.4; D: -8.0

O=c1c(F)cn(C2CCCO2)c(=O)n1Cc1c(Cl)cccc1Cl (stereo unspecified)
  A: 0.2; B: 0.8; C: 5.0; D: -10.1

Another view of three compounds above.
| mol | FBW7 activator | GPR151 ag | MITF primary | TEAD-YAP inh |
| --- | --- | --- | --- | --- |
| C/C(CC(=O)Nc1c(C)cc(C)cc1C)=N\NC(=O)C(=O)NCCO | -0.4 | -0.8 | 0.7 | -7.2 |
| CC(=O)Nc1ccc(NC(=O)COC(=O)[C@H](C)NS(=O)(=O)c2ccccc2F)cc1 | 0.1 | 1.2 | -0.8 | -8.9 |
| CCNc1nc(Nc2ccc(N3CCOCC3)cc2)c2cc(OC)c(OC)cc2n1 | -0.3 | -0.7 | 22.9 | 6.2 |

(more compounds)
Short keys: A = FBW7 activator; B = GPR151 ag; C = MITF primary; D = TEAD-YAP inh
Cc1nc2nc(SCC(=O)Nc3ccc(Br)cc3)nn2c(C)c1Cc1cccc(Cl)c1
  A: 0.6; B: -0.3; C: -9.5; D: -5.8

CC1CCN(C(=O)CN2CCC(n3cnc4cccnc43)CC2)CC1
  A: -0.1; B: 1.2; C: 0.7; D: 3.9

C=C(C)Cn1c(SCC(=O)c2ccc(OC)cc2)nc2sc3c(c2c1=O)CCCC3
  A: 0.2; B: -0.4; C: -5.1; D: -1.7

COc1cc(C=O)ccc1OCCN1CCCC1
  A: -0.3; B: 0.4; C: 7.7; D: -4.9

CC(=O)Oc1ccccc1-c1nc2s/c(=C\c3cn(-c4ccccc4)nc3-c3cccs3)c(=O)n2n1
  A: 0.2; B: -0.9; C: 7.9; D: -24.3

COc1cccc(OC)c1C(=O)OCC(=O)/C=C1/N(C)c2ccccc2C1(C)C
  A: 0.0; B: 4.6; C: 9.4; D: 1.1

O=c1oc2cc(O)ccc2cc1-c1csc(-c2ccccc2)n1
  A: 0.3; B: -0.6; C: -11.0; D: -8.8

CC(C)[C@H]1NC(=O)[C@H]2CN(C(=O)OCc3ccccc3)CCN2C1=O
  A: -0.2; B: -1.8; C: -3.0; D: -9.6

COc1ccccc1C(=O)N1CCN2C(=O)[C@H](Cc3ccc(Cl)cc3)NC(=O)[C@H]2C1
  A: 0.0; B: 0.6; C: 3.1; D: 0.3

Nn1c(SCc2ccccc2)nnc1-c1ccncc1
  A: 0.1; B: -1.0; C: -10.1; D: -6.5

NC(=O)CSc1nnc(N)s1
  A: 0.0; B: 0.6; C: -9.2; D: -0.4

COC(=O)C1=NN(C(=O)c2ccccc2)C(O)(C(C)C)C1 (stereo unspecified)
  A: 0.7; B: -0.2; C: -3.4; D: 1.4

O=C(CSc1nnc(-c2ccccc2)o1)N1CCc2ccccc2C1
  A: -0.1; B: 0.5; C: -1.9; D: 13.3

Cc1ccc(-c2c(C(=O)N3CCN(c4ccccn4)CC3)oc(=O)c3ccccc23)cc1
  A: -0.3; B: 0.0; C: 4.2; D: -14.6

O=C(O)c1ccc(-c2ccc([N+](=O)[O-])cc2)s1
  A: -0.1; B: -8.7; C: -7.5; D: -10.7

COc1ccccc1Oc1nc2c(c(=O)n(C)c(=O)n2C)n1Cc1ccccc1
  A: 0.2; B: 0.8; C: 9.4; D: 5.9

CCC(C)NC(=O)c1cc(S(=O)(=O)N2CCCCC2)c[nH]1 (stereo unspecified)
  A: 0.0; B: 0.8; C: 3.8; D: -4.8

O=C(CC1C(=O)OCN1C(=O)OCc1ccccc1)OCc1ccc([N+](=O)[O-])cc1 (stereo unspecified)
  A: 0.1; B: 0.6; C: 10.1; D: 7.0

Brc1cccc(Nc2nc(-c3cccnc3)cs2)c1
  A: -0.1; B: -0.7; C: -6.0; D: -24.2

OC(COC1CCCc2ccccc21)CN1CCN(Cc2ccc3c(c2)OCO3)CC1 (stereo unspecified)
  A: -0.4; B: 0.5; C: 80.0*; D: -4.7

COc1ccc(/C=C/C(=O)NCC(=O)N/N=C/c2cccs2)cc1
  A: 0.5; B: 1.2; C: -7.0; D: 1.3

CCCCN(CC)CCNS(=O)(=O)c1ccc2c(c1)CCN2C(=O)C1CCC1
  A: -0.2; B: 1.8; C: -1.5; D: 5.1

Cc1ccc(NC(=O)CN(C)S(=O)(=O)c2cc(Br)cnc2N)cc1Cl
  A: 0.0; B: 0.6; C: 8.1; D: -5.3

O=C1CCC(=O)N1c1ccc(S(=O)(=O)Oc2ccc(Cl)cc2)cc1
  A: 0.3; B: 2.5; C: -7.0; D: 8.3

COc1cccc(NC(=O)c2ccc(N3CCC(C)CC3)c([N+](=O)[O-])c2)c1
  A: -0.2; B: 0.6; C: 12.0; D: -17.3

5 of the compounds above, with tabs:
canonical_smiles	FBW7 activator	GPR151 ag	MITF primary	TEAD-YAP inh
O=C(CC1C(=O)OCN1C(=O)OCc1ccccc1)OCc1ccc([N+](=O)[O-])cc1 (stereo unspecified)	0.1	0.6	10.1	7.0
Brc1cccc(Nc2nc(-c3cccnc3)cs2)c1	-0.1	-0.7	-6.0	-24.2
OC(COC1CCCc2ccccc21)CN1CCN(Cc2ccc3c(c2)OCO3)CC1 (stereo unspecified)	-0.4	0.5	80.0*	-4.7
COc1ccc(/C=C/C(=O)NCC(=O)N/N=C/c2cccs2)cc1	0.5	1.2	-7.0	1.3
CCCCN(CC)CCNS(=O)(=O)c1ccc2c(c1)CCN2C(=O)C1CCC1	-0.2	1.8	-1.5	5.1

Individual results from above:
MITF primary, `CC1CCN(C(=O)CN2CCC(n3cnc4cccnc43)CC2)CC1` → 0.7
TEAD-YAP inh, `COc1ccccc1C(=O)N1CCN2C(=O)[C@H](Cc3ccc(Cl)cc3)NC(=O)[C@H]2C1` → 0.3
